Bioassay records (PubChem BioAssay)
miR122 inh – inhibitors of miR-122 in Huh7 cells; Huh7 miR-122 Renilla luciferase sensor, 48 h; neutral wells = 0, positive control = 100; activation (reporter increase), % at 12.5 µM; 340,000 compounds, 0.3% hits;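 active = mean replicate activation score at least 90 and every replicate individually at or above 90; inconclusive = only one of the two criteria met; inactive = neither criterion met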;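 note: higher luciferase means less miR-122 activity so hits act as miR-122 inhibitors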
Cneo AK release – Cryptococcus neoformans lysis via adenylate kinase release. C. neoformans lysis, adenylate kinase release luminescence, 4 h; normalised: neutral wells 0, clomiphene wells 100. lysis activity, % at 15 µM. 360,000 compounds, 0.2% hits;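 active = mean lysis activity across replicates of at least 80%, whatever share of replicates individually reach that level; inactive = mean lysis activity below 80%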
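Schedule: static 4 h at 37 °C with compound, 1 h detection; system: C. neoformans cells; benchmarks: Clomiphene as positive control; buffer or medium: fresh YPD medium; measure: luminescence rise reflecting yeast cell lysis; measured by: luminescent adenylate kinase detection reagent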
esBAF inh – inhibitors of esBAF chromatin remodeling in mouse ES cells; Bmi1-luciferase knock-in reporter, 24 h; 100% = twice the neutral-well signal; reporter increase, % at 12.5 µM; 350,000 compounds, 2% hits; AID 602393; in the data active = activation above about 40%; inconclusive = no clear call, values can overlap the other calls;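 note: 0% = median of the plate's neutral control wells and 100% = double that signal; a rise in the Bmi1 reporter signal indicates esBAF inhibition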
ERp5 inh – inhibitors of human ERp5. inhibition, % at 9.99 µM. Q15084. ERp5 insulin aggregation, absorbance 650 nm, 90 min. 350,000 compounds, 0.05% hits;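 active = mean replicate inhibition above about 25%, with every replicate also reaching it, limit read from the data, passing the limit was not always enough; inconclusive = only one of those two criteria met; inactive = neither criterion met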
Target sequence (Q15084 whole entry, looked up): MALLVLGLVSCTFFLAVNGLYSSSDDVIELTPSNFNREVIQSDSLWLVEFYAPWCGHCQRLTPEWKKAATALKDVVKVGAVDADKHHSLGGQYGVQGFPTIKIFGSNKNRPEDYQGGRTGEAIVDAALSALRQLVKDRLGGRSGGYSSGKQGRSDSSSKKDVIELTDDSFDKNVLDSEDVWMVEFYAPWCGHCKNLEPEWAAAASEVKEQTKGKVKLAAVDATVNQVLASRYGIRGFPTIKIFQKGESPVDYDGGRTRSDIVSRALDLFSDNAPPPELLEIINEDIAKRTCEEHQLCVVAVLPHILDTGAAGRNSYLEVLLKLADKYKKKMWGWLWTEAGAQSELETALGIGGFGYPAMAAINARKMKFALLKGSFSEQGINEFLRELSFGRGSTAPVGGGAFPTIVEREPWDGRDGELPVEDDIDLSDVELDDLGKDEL
C2C12 statin – protects C2C12 myotubes from simvastatin toxicity; ATP luminescence, 48 h; scaled: DMSO 0, geranylgeraniol control 100; rescue of ATP level, % at 7.49 µM; 330,000 compounds, 0.78% hits; AID 602340;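 active = mean ATP rescue above about 67%, or every replicate alone reaching that limit, limit read from the data, passing the limit was not always enough; inconclusive = no clear call, values can overlap the other calls; inactive = mean under the limit and some replicate under it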;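 note: myotubes were challenged with 10 µM simvastatin during compound exposure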
SIRT5 inh – sirtuin-5 (human) deacylase inhibition; Purified SirT5, succinyl-peptide AMC, trypsin-coupled fluorescence; Q9NXA8; AID 652115; 330,000 compounds, 1.1% hits; inhibition, % at 15 µM; in the data active = inhibition above about 15%; inconclusive = no clear call, values can overlap the other calls
Target sequence (Q9NXA8 whole entry, looked up): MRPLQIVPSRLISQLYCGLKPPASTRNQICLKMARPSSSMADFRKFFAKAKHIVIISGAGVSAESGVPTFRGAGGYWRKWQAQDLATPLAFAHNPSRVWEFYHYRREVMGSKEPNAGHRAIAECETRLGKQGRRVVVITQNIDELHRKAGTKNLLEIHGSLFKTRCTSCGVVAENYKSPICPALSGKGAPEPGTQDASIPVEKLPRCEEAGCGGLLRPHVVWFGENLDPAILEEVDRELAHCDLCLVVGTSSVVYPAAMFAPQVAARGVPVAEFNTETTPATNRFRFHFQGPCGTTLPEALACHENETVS
ARNT-TACC3 inh – disrupts binding between human ARNT and TACC3. 390,000 compounds, 0.66% hits. Q9Y6A5. inhibition, % at 9.99 µM. AlphaScreen His-ARNT PAS-B/GST-TACC3 binding, luminescence; TACC3 fragment carries E629A point mutation;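 active = mean inhibition of replicates at least 50% and at least half of replicates each reaching 50%; inconclusive = half or more replicates reach 50% but mean below 50%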;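 note: 0% = complete ARNT plus TACC3 wells and 100% = ARNT alone without TACC3; many hits fall short of the cut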
The depositor's hits bear a star; ? = inconclusive; nt = not tested or not shown; [ ] = remark or other dose.

SMILES | miR122 inh | Cneo AK release | esBAF inh | ERp5 inh | C2C12 statin | SIRT5 inh | ARNT-TACC3 inh
O=C(NCCc1ccccc1)[C@@H]1[C@@H](CO)[C@@H]2Cn3c(cccc3=O)[C@H]1N2C(=O)C1CCC1 | 40[16.7 µM] | 102* | -12 | 3 | -9 | 13 | 3
Cc1ccc(CNC(=O)CCCC(=O)c2ccccc2)cc1 | 0 | -1 | 0 | -1 | 0 | -1 | 2
COc1ccc(-c2ccccc2)cc1NC(=O)C1(C)CCN1C(=O)C(C)C (stereo unspecified) | 11 | -1 | 3 | 2 | -2 | 22* | nt
O=C(C[C@H]1C=C[C@@H](NS(=O)(=O)c2ccc(F)cc2)[C@H](CO)O1)N1CCN(c2ccccc2)CC1 | 1[16.7 µM] | 0 | -1 | 1 | 6 | -11 | 0
Cc1cccc(Nc2nnc(SCC(=O)N(C)C3CCS(=O)(=O)C3)s2)c1C (stereo unspecified) | nt | nt | nt | -2 | nt | -3 | 0
Cc1cc(C)cc(NC(=O)CSc2ccc(-c3ccccn3)nn2)c1 | 3 | 7 | 6 | 5 | -4 | -1 | 11
Cc1cc(C)cc(NC(=O)N2CCCC2C(=O)Nc2ccc(-n3cnnn3)c(C)c2)c1 (stereo unspecified) | 0 | 0 | 5 | nt | 9 | nt | nt
O=C(NCCN1C(=O)C2C3C=CC(C3)C2C1=O)Nc1ccccc1 (stereo unspecified) | 6 | 0 | 2 | 8 | -12 | nt | nt
CC(=O)OCC(=O)[C@@]1(O)[C@H](C)C[C@H]2[C@@H]3CCC4=CC(=O)C=C[C@]4(C)[C@@]3(F)[C@@H](O)C[C@@]21C | 1 | 0 | 0 | 0 | 14 | 0 | -1
COc1ccc(S(=O)(=O)Nc2ccc3c(c2)CC(=O)N([C@@H](C)CO)C[C@@H](C)[C@@H](CN(C)S(=O)(=O)c2cccs2)O3)cc1 | -5[16.7 µM] | -1 | 6 | 0 | -3 | 12 | 2
CN(C)S(=O)(=O)Nc1cc(F)cc(F)c1 | -3 | 2 | -2 | ? | -2 | -4 | -3
Cc1ccc(S(=O)(=O)Nc2ccc3c(c2)C(=O)N([C@@H](C)CO)C[C@H](C)[C@@H](CN(C)S(=O)(=O)c2c(C)noc2C)OCCCC[C@H](C)O3)cc1 | 3[16.7 µM] | 1 | -3 | 2 | nt | 7 | -4
CCNC(=O)[C@@H]1[C@@H](CO)[C@@H]2Cn3c(ccc(-c4ccncc4)c3=O)[C@@H]2N1Cc1ccccc1 | 5[16.7 µM] | 2 | 0 | 0 | 17 | 1 | -24
Brc1ccc(-c2noc3c2-c2nc(C4CCCCC4)sc2CC3)cc1 | 1 | 0 | -11 | nt | 7 | nt | -1
O=C1NC(=O)C2(CCCCCCCCCCC2)N1 | -2 | -2 | -2 | 0 | 17 | -1 | 0
COC(=O)C[C@@H]1CC[C@@H]2[C@@H](COc3ccc(NC(=O)Nc4cccc(F)c4)cc3C(=O)N2C)O1 | -8[16.7 µM] | -6 | 1 | 1 | 24 | 4 | 3
COc1ccc(S(=O)(=O)N(C)C[C@@H]2OCCCC[C@H](C)Oc3ccc(NC(=O)Nc4ccc(F)cc4)cc3C(=O)N([C@H](C)CO)C[C@H]2C)cc1 | -4[16.7 µM] | -1 | 5 | -2 | -12 | 17* | -4
CCNC(=O)[C@H]1[C@H](CO)[C@H]2Cn3c(ccc(-c4ccc(OC)cc4)c3=O)[C@H]2N1Cc1ccccc1 | -1[16.7 µM] | -5 | -4 | 0 | -6 | -31 | nt
O=C(CSc1cccc[n+]1[O-])C12CC3CC(CC(C3)C1)C2 | nt | nt | nt | -2 | nt | -3 | -7
Cc1nc(Nc2nc3ccccc3o2)nc(C)c1C(=O)Nc1ccc(F)cc1 | nt | nt | nt | 0 | nt | -2 | 0
Cc1c(C(=O)O)oc2c1C(O)CCC2 (stereo unspecified) | -10 | nt | -5 | 10 | 3 | 5 | -3
COc1ccc(C(=O)Oc2cccc3cccnc23)cc1[N+](=O)[O-] | nt | nt | nt | 1 | nt | -1 | 56*
O=C(c1ccc2c(c1)OCO2)N(c1ccc(Br)cc1)C1C=CS(=O)(=O)C1 (stereo unspecified) | nt | -8 | -10 | -10 | 19 | -1 | -7
O=C([C@H]1[C@H](CO)[C@H]2Cn3c(ccc(-c4cccnc4)c3=O)[C@@H]1N2CC1CC1)N1CCCCC1 | nt | 0 | 0 | 14 | 4 | 3 | -3
CCCCN(C(=O)Nc1ccc(Cl)cc1)C1CCN(C(C)=O)CC1 | -4 | 4 | 1 | nt | 7 | nt | -1
The list goes on.
SMILES | miR122 inh | Cneo AK release | esBAF inh | ERp5 inh | C2C12 statin | SIRT5 inh | ARNT-TACC3 inh
O=C(c1cn(-c2ccccc2)nc1-c1cccs1)N1CCOCC1 | -1 | -1 | nt | nt | nt | nt | 2
O=C(Nc1ccc(C(=O)O)cc1)/C(=C\C=C\c1ccccc1)NC(=O)c1ccc(Br)cc1 | -2 | -31 | -9 | -2 | 4 | 11 | 6
COC(=O)c1ccc(C2C(C(C)=O)=C(C)Nc3ncnn32)cc1 (stereo unspecified) | -14 | -1 | 14 | -3 | 4 | nt | 2
OC1CCN(Cc2cccc(Oc3ccccc3)c2)CC1 | 0 | -3 | -4 | nt | -1 | nt | -2
OCC[C@H]1NCc2cc(CO)cc(-c3ccccc3)c21 | nt | -4 | 2 | 0 | 3 | -3 | 1
CC1CCN(C(=S)c2ccc3c(c2)OCO3)CC1 | -2 | 7 | 5 | nt | -5 | nt | -1
CC1CCCN(C(=O)COc2ccc(Nc3ccccc3)cc2)C1 (stereo unspecified) | nt | nt | nt | -2 | nt | -1 | 22
C[C@H](NC(=O)C[C@H]1CC[C@@H]2[C@H](COC[C@H](O)CN2Cc2ccc(C(F)(F)F)cc2)O1)c1ccccc1 | 2[16.7 µM] | -2 | 2 | -4 | 13 | 0 | -3
COc1ccccc1C(=O)COC(=O)Cc1n[nH]c(=O)c2ccccc12 | nt | nt | 11 | 2 | -12 | 0 | 1
Cc1cccc(N2CCN(c3ccc(C(N)=O)cc3[N+](=O)[O-])CC2)c1C | -5 | nt | nt | 9 | nt | 13 | -12
CCc1ccc(NC(=O)C2=CC=CN3CCS(=O)(=O)N=C23)cc1 | nt | 2 | 12 | 6 | -1 | -13 | -16
O=C(CSc1nccc(=O)[nH]1)NC1CCCC1 | -3 | -2 | 7 | 3 | 9 | nt | -16
COc1cccc(/C=N/NC(=O)c2ccoc2C)c1 | 14 | 5 | nt | 2 | nt | -1 | 2
COC(=O)c1oc2ccc(Br)cc2c1NC(=O)CCCN1C(=O)c2ccccc2C1=O | -2 | 0 | -12 | -9 | 10 | -1 | -3
Cc1cc(C(F)(F)F)nc(NCc2ccc(F)cc2)n1 | -4 | 0 | -7 | nt | 10 | nt | -1
COc1ccccc1CNC(=O)c1ccc(Cl)c(NC2=NC3CS(=O)(=O)CC3S2)c1 (stereo unspecified) | nt | 0 | -1 | 1 | 0 | 5 | -3
Cc1c(CC(=O)N2CCC(O)CC2)c(=O)oc2cc3c(cc12)CCC1(CCCCC1)O3 | 17 | 1 | 6 | 6 | 8 | nt | nt
Cc1cc(C)c(OC2(c3ccccc3)OC(=O)c3ccccc32)c(C)c1 (stereo unspecified) | 1 | 3 | -3 | nt | -25 | nt | -22
CCC(Sc1nc2ncccc2[nH]1)C(=O)N1CCOCC1 (stereo unspecified) | -1 | -5 | 0 | 0 | -4 | 0 | -1
CCn1c(=O)c(C(=O)CN2CCN(S(=O)(=O)c3ccc(C)cc3C)CC2)c(N)n(Cc2ccccc2)c1=O | -19 | 1 | nt | 2 | nt | 23* | 3
O=C(c1ccc(F)cc1)N1CCN(S(=O)(=O)c2ccc(Br)cc2)CC1 | 8 | -1 | -4 | -1 | 13 | 2 | -2
O=C(O)c1cc(-c2cccs2)[nH]n1 | -2 | 1 | -5 | 1 | 6 | -3 | -18
C[C@@H]1CN([C@H](C)CO)C(=O)c2cc(C#CCN(C)C)cnc2O[C@H]1CN(C)C(=O)c1cccnc1 | -3[16.7 µM] | 1 | 5 | -1 | 10 | -2 | -2
CN(Cc1ccc(OC(F)F)cc1)C(=O)c1ccccc1Sc1ccccc1C#N | nt | -2 | -8 | -4 | 9 | 0 | -3
O=C(CCc1ccc(O)c(O)c1)NNC(=S)Nc1ccc(Br)cc1Cl | 0 | 3 | nt | 2 | nt | 3 | nt

One compound at a time, from the list above. Values in the order: miR122 inh, Cneo AK release, esBAF inh, ERp5 inh, C2C12 statin, SIRT5 inh, ARNT-TACC3 inh
COc1cccc(/C=N/NC(=O)c2ccoc2C)c1 in the list: 14, 5, nt, 2, nt, -1, 2
O=C(CCc1ccc(O)c(O)c1)NNC(=S)Nc1ccc(Br)cc1Cl in the list: 0, 3, nt, 2, nt, 3, nt
Cc1cc(C)c(OC2(c3ccccc3)OC(=O)c3ccccc32)c(C)c1 (stereo unspecified) in the list: 1, 3, -3, nt, -25, nt, -22
CCn1c(=O)c(C(=O)CN2CCN(S(=O)(=O)c3ccc(C)cc3C)CC2)c(N)n(Cc2ccccc2)c1=O in the list: -19, 1, nt, 2, nt, 23*, 3

Next part.
SMILES | miR122 inh | Cneo AK release | esBAF inh | ERp5 inh | C2C12 statin | SIRT5 inh | ARNT-TACC3 inh
NC(=O)c1ccccc1NC(=S)NC(=O)CCc1ccccc1 | 28 | -3 | 2 | nt | -70 | nt | -3
c1ccc2c(NC3CCCC3)nnc(NC3CCCC3)c2c1 | -4 | -1 | nt | nt | nt | nt | -1
CCC1=[N+](CC(=O)c2ccc(Br)cc2)CCn2c(C)ccc21 | nt | -3 | 39 | 2 | -4 | -6 | 7
O=C(O)CN1CCN(Cc2ccc(F)cc2)C1=O | -8 | -17 | 9 | 4 | -8 | -1 | -11
O=C(c1cccc(S(=O)(=O)N2CCCC2)c1)N1CCN(c2ncccn2)CC1 | 5 | 2 | nt | -4 | nt | -1 | 3
COc1ccc(NC(=O)N2CCCCN3[C@@H](CO)[C@H](c4ccc(-c5ccccc5F)cc4)[C@@H]3C2)cc1 | 3[16.7 µM] | 8 | 0 | -1 | -30 | 3 | 7
CCOc1ccc(N(CC(=O)N/N=C/c2ccc(OC(C)C)cc2)S(C)(=O)=O)cc1 | -7 | 0 | -8 | 2 | -1 | 0 | 6
O=C(CSc1nnc(-c2cccnc2)s1)Nc1ccccc1 | nt | -1 | 5 | 1 | 3 | 2 | -3
CSCCC(NS(=O)(=O)c1ccccc1F)C(=O)NCc1cccnc1 (stereo unspecified) | 0 | -2 | nt | -4 | -9 | 1 | 1
COc1ccc(CN(C)C(=O)CC(c2ccccc2)c2ccccc2)cc1 | -1 | -2 | 9 | 2 | 30 | -2 | -8
COc1cc(/C=C/C(=O)OCC(=O)Nc2cc(C)on2)ccc1OCC#N | nt | -2 | nt | 5 | nt | -3 | 3
CC(C)NC(=O)Nc1ccc2c(c1)C(=O)N([C@@H](C)CO)C[C@@H](C)[C@H](CN(C)Cc1ccc(C(F)(F)F)cc1)O2 | 2[16.7 µM] | 2 | -3 | -3 | -2 | 9 | 2
CCn1c(COc2ccc(=O)n(-c3ccccc3)n2)nnc1SC | nt | nt | nt | 8 | nt | -1 | 1
Cc1cccc(OCC(=O)NCCCNC(=O)c2cnccn2)c1 | -11 | nt | -1 | -8 | 2 | 0 | -13
CCOc1ccccc1OCCCCOc1ccccc1F | 2 | -5 | nt | 2 | nt | -1 | -29
Cc1cccc(CN2CCN(Cc3cnn(-c4ccccc4F)c3)CC2CCO)n1 (stereo unspecified) | 0 | nt | -2 | ? | 4 | 1 | 14
CN(C(=O)c1ccc(NC(=O)C2CCN(C(=O)OC(C)(C)C)CC2)cc1)C1CC1 | -6 | -3 | -3 | 1 | 4 | nt | -3
ON=C1C2CC=C(c3ccccc3)C1CCC2 (stereo unspecified) | 42 | nt | nt | 5 | nt | -1 | 3
